Screening data (PubChem)
CXXC DNA block: inhibitors of human MLL CXXC domain-DNA interaction. actives 0.037% (n = 290,000). MLL-CXXC / FITC-HOXA9 DNA fluorescence polarization. Q03164. Potency, µM (series often up to 115 µM), for the others: at the highest dose activity change, negative = inhibition, actives largely listed as inhibitors. AID 2662; active means well fitted inhibition curve with a large enough effect in the polarisation, with a control signal flat, not every such curve was filed as active; inconclusive means small, poorly fitted or top-dose-only effect, or effect the other way, or a change in a side signal; inactive means no such curve, though single readings can be large or run the other way; the % refers to the polarisation; further: potency means the concentration at half of the fitted maximal effect
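Purified MLL-CXXC (added from a 7 uM solution) was preincubated 5 min at ambient with pinned compounds in 50 mM Tris-HCl pH 7.5, 50 mM NaCl, 1 mM DTT, 0.05% BSA. Fluorescein-labeled HOX-A9 DNA (50 nM solution) followed, 30 min, then polarization read.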
KCNH2 3.1 inh: KCNH2 3.1 (human) potassium channel inhibition; U2OS KCNH2 3.1, thallium flux FluxOr; active compounds read low; activity change, % (tested at about 1.8 µM); actives 0.95% (n = 340,000);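 active means maximum activity change below -70%; inconclusive means maximum activity change from -70% to -50%; inactive means maximum activity change above -50%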;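 further: thallium influx rate constant from kinetic fluorescence after stimulation buffer; on the % scale 0 is the no-effect control and ±100 the full control effect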
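Measured as rate of thallium-driven FluxOr signal in transduced U2OS cells carrying the 3.1 channel, read kinetically for 2 min upon stimulation; values are rate constants scaled to DMSO control wells.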
KCNH2 WT inh: blocks the wildtype human KCNH2 potassium channel; Q12809; U2OS, BacMam KCNH2, thallium flux FluxOr; active compounds read low; activity change, % at 1.84 µM; actives 0.37% (n = 340,000);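 active means maximum activity change below -70%; inconclusive means maximum activity change between -70% and -50%; inactive means maximum activity change above -50%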; further: on the % scale 0 is the no-effect control and ±100 the full control effect
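U2OS cells were transduced with wild-type KCNH2 virus (2.03 x 10^8 / mL) for 4 h at room temperature, then cultured overnight at 37 C. Thallium flux was read with FluxOr dye. Rate constants were normalized to DMSO controls.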
TRPV1 ag: agonists of human vanilloid receptor 1 (TRPV1); TRPV1-expressing cells, Fluo-8 calcium influx, agonist mode; activation, % at 8.33 µM; actives 0.19% (n = 320,000); AID 540275; in the data active means activation above about 80%; inconclusive means between about 30% and that limit; further: 0% is about no effect
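TRPV1-expressing cells were cultured overnight at 35.5C and loaded with Fluo-8 calcium dye for 40 to 90 min at room temperature. After a 10 s baseline, compound was added and calcium influx was read kinetically for 3 min (ex 480/em 520 nm).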
Coupling enz: counter-screen for Giardia aldolase inhibitors: coupling enzyme system; actives 0.67% (n = 290,000); activity change, negative = inhibition, % at 58.2 µM, hits read low; coupling enzyme system counterscreen, AmpLite Red fluorescence; in the data active means activity change below about -30%; further: on the % scale 0 is the no-effect control and ±100 the full control effect
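Final compound at 57.5 uM, incubated 10 min at RT with coupling enzyme reagent (glyceraldehyde-3-phosphate), then 20 min with substrate and AmpLite Red detection. Fluorescence read at 525/598 nm; tests interference with the coupling assay, not aldolase inhibition.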
GALK inhibitor: galactokinase (human) inhibition; P51570; Purified GALK, Kinase-Glo residual ATP luminescence; Potency, µM (top dose mostly 57.5 µM), for the others: top-dose activity change, negative = inhibition, most hits filed as inhibitors; actives 0.007% (n = 270,000); AID 1868; further: potency means the concentration at half of the fitted maximal effect; on the % scale 0 is the no-effect control and ±100 the full control effect
Target sequence (P51570 whole entry, looked up): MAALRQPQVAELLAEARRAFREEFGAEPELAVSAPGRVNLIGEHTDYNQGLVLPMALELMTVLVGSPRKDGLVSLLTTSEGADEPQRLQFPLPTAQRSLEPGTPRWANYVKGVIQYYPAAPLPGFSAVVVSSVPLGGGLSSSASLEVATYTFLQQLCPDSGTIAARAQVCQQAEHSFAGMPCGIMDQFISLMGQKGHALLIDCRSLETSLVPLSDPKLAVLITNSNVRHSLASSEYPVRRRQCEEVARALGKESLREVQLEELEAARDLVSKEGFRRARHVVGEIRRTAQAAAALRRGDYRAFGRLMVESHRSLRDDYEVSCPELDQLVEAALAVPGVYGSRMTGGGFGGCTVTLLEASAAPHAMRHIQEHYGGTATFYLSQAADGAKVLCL
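The enzyme phosphorylates galactose (100 uM) using ATP (35 uM); inhibition is detected as higher residual ATP, quantified by bioluminescence after 1 h reaction at room temperature, pH 8.0.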
Giardia killer: kills Giardia lamblia. Giardia lamblia trophozoite viability. activity change, % at 7.66 µM, hits read low. actives 0.15% (n = 340,000). AID 540267; in the data active means activity change below about -80%; inconclusive means between about -30% and that limit;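 further: parasites exposed to compound for two days anaerobically before the ATP read; on the % scale 0 is the no-effect control and ±100 the full control effect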
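Luminescence from cellular ATP indicates surviving trophozoites (100 cells/well) following 48 hrs anaerobic compound treatment at 37 deg C; signal develops 15-30 min at room temperature.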
USP2a inh: blocks human ubiquitin-specific protease USP2a; actives 0.01% (n = 330,000); Potency, µM (highest dose often 38.3 µM), for inactives: top-dose activity change, negative = inhibition, most hits filed as inhibitors; USP2 core, Ub-CHOP2 coupled fluorogenic reporter, 485/531; O75604; AID 463254;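 further: potency means the concentration at half of the fitted maximal effect; plate controls were DMSO wells for no effect and full inhibition by NEM control for full effect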
Target sequence (O75604 whole entry, looked up): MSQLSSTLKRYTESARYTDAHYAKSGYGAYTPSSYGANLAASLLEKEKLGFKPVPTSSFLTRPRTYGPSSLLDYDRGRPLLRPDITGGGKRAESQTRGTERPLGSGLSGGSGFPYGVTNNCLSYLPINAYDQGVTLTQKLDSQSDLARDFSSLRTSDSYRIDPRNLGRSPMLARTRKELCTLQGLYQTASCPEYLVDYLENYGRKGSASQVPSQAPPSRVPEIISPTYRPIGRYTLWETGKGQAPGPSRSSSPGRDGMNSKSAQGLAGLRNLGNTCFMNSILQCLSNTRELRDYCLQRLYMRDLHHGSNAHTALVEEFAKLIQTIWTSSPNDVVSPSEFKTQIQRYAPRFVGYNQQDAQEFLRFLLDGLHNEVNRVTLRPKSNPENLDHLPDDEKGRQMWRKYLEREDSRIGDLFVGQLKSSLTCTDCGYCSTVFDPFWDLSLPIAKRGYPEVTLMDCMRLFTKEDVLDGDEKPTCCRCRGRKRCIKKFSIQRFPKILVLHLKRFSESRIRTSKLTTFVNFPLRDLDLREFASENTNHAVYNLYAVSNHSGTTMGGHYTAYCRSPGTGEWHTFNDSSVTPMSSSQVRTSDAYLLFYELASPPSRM
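USP2 core (10nM final) preincubated 30min RT with compound in 20mM Tris-HCl pH 8.0, 2mM CaCl2, 2mM beta-mercaptoethanol, 0.05% CHAPS; 25nM Ub-CHOP2 plus 25nM reporter substrate added, fluorescence (Ex485/Em531) read after 60min.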
Menin-MLL TR inh: displaces Texas Red mutant MLL peptide from human menin | Potency, µM (highest dose often 61.6 µM), inactives show at the top dose FP activity change, negative = inhibition, usual class: inhibitors | actives 0.23% (n = 270,000) | O00255 | Menin + Texas Red MLL mutant peptide, fluorescence polarization; active means well fitted inhibition curve with a large enough effect in the polarisation, with a control signal flat, not every such curve was filed as active; inconclusive means small, poorly fitted or top-dose-only effect, or effect the other way, or a change in a side signal; inactive means no such curve, though single readings can be large or run the other way; the % refers to the polarisation; further: potency means the concentration at half of the fitted maximal effect; % of control where 0% means no effect; many of its hits are not listed in these tables
B2AR arrestin: beta2AR (human) beta-arrestin recruitment activity; beta-arrestin recruitment to beta2AR, cell-based reporter; AID 492947; actives 0.02% (n = 330,000); Potency, µM (titrated, usually from 46.1 µM), for inactives: top-dose activation, most hits filed as activators;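 further: potency means the concentration at half of the fitted maximal effect; 0% = DMSO controls and full agonism = EC100 isoproterenol or metaproterenol; nearly all actives have a fitted effect of over 65% in size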
PKM2 act: PKM2 (human) enzyme activation | P14618 | actives 0.34% (n = 260,000) | Potency, µM (titrated, usually from 57.5 µM), for the others: at the top dose activation, hits mostly activators | purified PKM2, Kinase-Glo ATP luminescence, activation; response scale: 0% is enzyme alone, no compound | AID 1631; further: potency means the concentration at half of the fitted maximal effect; on the % scale 0 is the no-effect control and ±100 the full control effect; nearly all actives have a fitted effect of over 55% in size
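hPK-M2, >95% pure; 0.1 mM ADP / 0.5 mM PEP final; imidazole pH7.2 buffer w/ 7 mM MgCl2, 50 mM KCl; 1 h RT; Kinase-Glo lum. Intermediate enzyme activity for dual inhibitor/activator qHTS.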
Starred values were filed as active, the others as inactive; ? = inconclusive; · = not tested or not shown; [ ] = another dose, or the depositor's remark. Unless noted, the call rests on the fitted dose curve; in most records, active means well fitted curve in the direction sought with a large enough effect; inconclusive means small, poorly fitted or top-dose-only effect, or another doubt; inactive means no such curve, though single readings can be large; an effect the other way counts as inactive or inconclusive. The list is partial; count on the stated rates, not on these rows.

SMILES	CXXC DNA block	KCNH2 3.1 inh	KCNH2 WT inh	TRPV1 ag	Coupling enz	GALK inhibitor	Giardia killer	USP2a inh	Menin-MLL TR inh	B2AR arrestin	PKM2 act
C/C(=N\NC(=O)c1csc(C)c1C)c1ccc(Cl)s1	19%	2	-12	4	-5	-6%	-2	-1%	-5%	-0.1%	-14%
Oc1ccc(/C=N/Nc2ccnc3cc(Cl)ccc23)c(O)c1O	?	6	2	0	-23	-6%	-9	1%	?	-0.4%	8%
COc1ccccc1N1CCN(S(=O)(=O)/C=C/c2ccccc2)CC1	17%	-16	-4	2	2	-4%	-8	-13%	·	0.0%	12%
CCc1cccc(C)c1NS(=O)(=O)c1cc(Br)cnc1N	-8%	4	-10	-4	·	5%	20	1%	·	-1.2%	·
COc1cccc2cc(C(=O)NC3CC4CCC3C4)oc12 (stereo not given)	2%	-2	-12	27	-3	5%	-27	2%	-11%	0.3%	0%
CCCCC(=O)Oc1c(S(=O)(=O)c2ccccc2)c(C)nn1C(C)(C)C	24%	1	10	27	1	-3%	-13	4%	-16%	0.2%	·
Cc1nc(C)n(C(C)CNC(=O)c2ccccc2)n1 (stereo not given)	6%	-14	-4	2	0	3%	-3	4%	-7%	0.4%	-6%
Cc1ccc(Cl)cc1N1CCN(Cc2cc(=O)n3ccsc3n2)CC1	1%	2	8	-1	-1	0%	-1	-4%	0%	-0.1%	-10%
Cc1cc(C)n(Cc2ccccc2F)c(=O)c1C#N	11%	12	-3	8	3	·	-1	2%	-6%	5.7%	0%
CCOC(=O)/C=C1\SCC(=O)N1CC(=O)NC(C)c1ccc(F)cc1 (stereo not given)	18%	7	7	-3	-2	1%	-3	4%	17%	-0.8%	-14%
Cc1cccc(NC(=O)CSc2nc3[nH]ncc3c(=O)[nH]2)c1	18%	4	8	-3	15	-4%	1	2%	10%	-0.2%	-4%
Cc1ccc2nc(-c3ccncc3)cc(-c3ccccc3)c2c1	6%	0	4	17	1	-5%	-20	-2%	?	-0.7%	2%
Cc1c(NS(=O)(=O)c2ccc(N3CCCCC3)c([N+](=O)[O-])c2)c(=O)n(-c2ccccc2)n1C	6%	-4	-3	2	5	-1%	8	3%	-9%	-1.4%	0%
O=c1[nH][nH]c(=S)n1C1CCCCC1	-2%	4	7	·	-39*	3%	3	-1%	·	-1.0%	-77%
Cc1c(C(=O)/C=C/N(C)C)nnn1-c1ccc(Cl)cc1Cl	35%[activator]	-20	-5	-8	4	1%	11	1%	·	-0.6%	-1%
Cc1ccc(CCN2CC(C(=O)NCCN3CCCCCC3)CC2=O)cc1 (stereo not given)	3%	8	3	-2	1	-2%	11	1%	2%	0.1%	0%
COc1ccc(NS(=O)(=O)c2cc(NC(=O)C3CCCCC3)ccc2N2CCOCC2)cc1	4%	-25	8	11	1	4%	5	-2%	3%	-0.6%	3%
O=C1N=c2ccccc2=C1c1sc(=S)n(-c2ccc(O)cc2)c1O	5%	7	-7	1	1	-2%	-12	3%	·	0.4%	3%
COc1ccc(CCNC(=O)c2[nH]c(C)c(C(C)=O)c2C)cc1	-3%	-15	2	?	1	-1%	13	1%	·	0.1%	25%
CC(C)c1csc(CN2CCN(Cc3ccc(F)c(F)c3)C(CCO)C2)n1 (stereo not given)	1%	5	3	4	2	-1%	-1	-2%	-13%	-0.9%	1%
COC(=O)c1ccc(CN2CCC(CO)(Cc3ccccc3Cl)CC2)cc1	7%	?	42	1	-1	1%	-3	8%	8%	0.3%	7%
O=C(COC(=O)C1COc2ccccc2O1)Nc1cccc(Cl)c1 (stereo not given)	·	-8	9	7	·	·	-21	1%	·	0.1%	·
CCCn1c2ccccc2c2nnc(SC(CC)C(=O)Nc3sc4c(c3C#N)CCCC4)nc21 (stereo not given)	11%	-5	2	3	2	3%	2	3%	-8%	0.3%	1%
COc1ccc(C(=O)NC2CCN(CC(=O)Nc3cccc(OC)c3)CC2)cc1	-7%	-21	1	3	1	0%	21	-1%	-1%	0.2%	0%
CC(C)(CO)CNC(=O)c1ccc2nc(Cc3cccc(Cl)c3)oc2c1	4%	18	19	6	3	-2%	14	-1%	-4%	0.2%	4%
CNS(=O)(=O)c1cnccc1N1CCN(c2cccc(C)c2)CC1	0%	-2	33	6	-2	4%	4	2%	1%	-0.4%	0%
CN1CCN(Cc2nc3ccccc3c(=O)n2Cc2nc(-c3cccc([N+](=O)[O-])c3)cs2)CC1	3%	-44	-13	-6	5	0%	9	-11%	6%	-1.0%	-22%
CCc1ccc(NC(=O)NC2CCCCCCC2)cc1	17%	-2	-9	?	·	-2%	-27	-6%	·	0.2%	2%
CC1CCCCN1C(=O)c1ccc(C(=O)Nc2ccc(F)cc2)cc1 (stereo not given)	·	-7	5	3	·	·	10	-2%	·	0.3%	·
Cc1ccc(Cl)cc1N1CCN(S(=O)(=O)c2ccc(-c3ccc(=O)[nH]n3)o2)CC1	24%	22	0	21	0	0%	-2	1%	20%	0.5%	·
COc1ccc(N(C)S(=O)(=O)c2cccc(C(=O)Nc3nnc(C4CC4)s3)c2)cc1	8%	-6	2	-1	-1	9%	3	-3%	16%	0.0%	-3%
Cc1nc2ccccc2n1CC(=O)NCc1ccccc1	-8%	4	4	0	1	-1%	0	-1%	5%	0.1%	-4%
O=C(COC(=O)C1=COCCO1)NCCCc1ccccc1	21%	16	1	0	2	9%	1	1%	3%	-0.1%	-4%
COc1cccc(CC(NC(C)=O)C(=O)NC2CCN(C(=O)NCc3ccccc3)CC2)c1 (stereo not given)	-14%	5	-8	1	3	0%	0	-2%	-9%	0.1%	0%
COc1ccc(C2c3c(ncn(CCCN4CCOCC4)c3=N)Oc3ccc4ccccc4c32)cc1OC (stereo not given)	-4%	7	-11	3	0	-1%	3	-1%	·	0.0%	-1%
CCN1CCSc2ccc(C(=O)NCc3cccc(F)c3)cc21	·	-5	-10	19	0	·	19	0%	7%	0.5%	2%
O=S(=O)(Cc1ccccc1)N1CCCCCC1	-2%	-11	7	-3	0	2%	8	2%	13%	-0.3%	6%
COc1ccc(NC(=O)Cc2cccc(F)c2)cc1S(=O)(=O)Nc1ccccc1Cl	-8%	-1	-12	20	0	1%	-16	1%	·	-0.9%	-6%
Cc1cc(C(=O)CSc2nnc(-c3ccccc3)o2)c(C)n1CC1COc2ccccc2O1 (stereo not given)	22%	-6	1	0	0	4%	9	-4%	19%	-4.0%	-9%
CC(CC(=O)OCC(=O)NCc1ccc(Cl)cc1)c1ccccc1 (stereo not given)	·	-6	1	?	·	·	-11	-1%	·	-0.3%	·
O=C(NCCc1ccc(Cl)cc1)c1cc(=O)[nH]c2ccccc12	36%[activator]	-10	-11	1	-1	8%	-26	3%	14%	-0.4%	1%
CCc1cccc(NC(=O)NC2CCCCC2)c1	-5%	-8	-2	12	-1	3%	-2	-1%	18%	-0.2%	-7%
Cc1ccc(C(=O)C[n+]2ccccc2C)cc1[N+](=O)[O-]	1%	2	9	0	-1	-2%	-4	-1%	18%	-0.4%	-2%[11.5 µM]
Cc1ccc(C(=O)COC(=O)CCCC(=O)Nc2cc(C(F)(F)F)ccc2Cl)cc1C	8%	1	8	3	5	1%	-26	2%	4%	-0.3%	-1%
COc1ccc(C(=O)OCC(=O)Nc2ccc(Cl)c(C(F)(F)F)c2)c(OC)c1OC	9%	-6	-1	0	0	-4%	25	-1%	20%	-0.7%	4%
CC(=O)NNS(=O)(=O)c1ccccc1[N+](=O)[O-]	-9%	-6	2	-1	-1	0%	3	4%	10%	-0.1%	-3%
Cc1[nH][nH]c(=O)c1C(c1ccc(-c2ccc(F)cc2)o1)c1c(C)[nH][nH]c1=O	-14%	0	20	2	-37*	-1%	-8	-1%	?	-0.8%	12%
CCCSc1nnc(-c2cccc(S(=O)(=O)N(C)C)c2)n1-c1cc(OC)ccc1OC	0%	-3	-3	0	-3	2%	3	2%	-15%	-0.1%	-1%
CCN1CC2CCCC3(C1)C(=O)NC1(CCCCC1)N=C23 (stereo not given)	-8%	3	1	4	2	-3%	8	0%	4%	0.0%	-4%
COc1ccc(-c2nc(C#N)c(NCc3ccccc3Cl)o2)cc1OC	19%	0	-12	5	2	-4%	11	2%	27%	-0.4%	2%
